Screening results from PubChem.
Vif-APOBEC3G blk: qHTS for Inhibitors of Vif-A3G Interactions: qHTS | hit rate 0.076% among 410,000 | AID 602310, 2012 | Potency, µM (top dose mostly 46.1 µM), inactives show at the highest dose activity, negative = active, actives largely listed as inhibitors | HeLa A3G-eYFP + Vif (tagged APOBEC3G with the HIV-1 protein that degrades it), YFP fluorescence, overnight;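 also: % is scaled to controls: 0 for no effect and ±100 for the full control effect; nearly all actives have a fitted effect of over 60% in size; hits raise eYFP signal because A3G escapes Vif-driven loss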
Target sequence (Q9HC16 whole entry, looked up): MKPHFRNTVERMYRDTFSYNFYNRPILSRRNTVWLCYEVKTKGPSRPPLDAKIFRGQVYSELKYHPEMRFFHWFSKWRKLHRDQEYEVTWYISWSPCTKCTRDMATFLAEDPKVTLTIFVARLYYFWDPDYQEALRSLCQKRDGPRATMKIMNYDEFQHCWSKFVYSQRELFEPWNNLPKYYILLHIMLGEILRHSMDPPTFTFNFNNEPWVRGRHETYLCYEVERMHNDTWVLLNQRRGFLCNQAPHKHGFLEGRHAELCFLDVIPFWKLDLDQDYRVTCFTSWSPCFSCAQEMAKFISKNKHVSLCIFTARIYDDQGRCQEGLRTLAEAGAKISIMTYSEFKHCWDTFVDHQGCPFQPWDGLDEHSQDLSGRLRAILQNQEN
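HeLa cells stably expressing Vif and C-terminally eYFP-tagged A3G, seeded overnight at 37 deg C, then exposed to compound by pintool overnight at 37 deg C. Rise in yellow fluorescence (Ex 488/Em 500-530, Acumen) marks blocked Vif-driven A3G degradation.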
IDH1 R132H inh: qHTS for Inhibitors of mutant isocitrate dehydrogenase 1 (IDH1): qHTS. Potency, µM (highest dose often 76.6 µM), for inactives: at the top dose activity change, negative = inhibition, most hits filed as inhibitors. AID 602179, 2012. IDH1-R132H enzyme, NADPH consumption, diaphorase/resazurin fluorescence. hit rate 0.093% among 390,000. Isocitrate dehydrogenase [NADP] cytoplasmic (Homo sapiens), O75874; also: % is scaled to controls: 0 for no effect and ±100 for the full control effect; nearly all actives have a fitted effect of over 65% in size
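IDH1-R132H (0.5 ug/mL dispensed) in pH 7.5 Tris buffer was preincubated 30 min with compound, then given a substrate mix of 0.016 mM NADPH and 2 mM alpha-KG for 80 min at room temperature; remaining NADPH was read by diaphorase/resazurin fluorescence.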
RXFP1 ag: qHTS Assay for Agonists of the Relaxin Receptor RXFP1 | Relaxin receptor 1 (Homo sapiens), Q9HBX9 | hit rate 0.3% among 370,000 | Potency, µM (series often up to 57.5 µM), inactives show at the top dose activation, hits mostly activators | HEK293T-RXFP1 cAMP TR-FRET, 30 min; response scale: percent of porcine relaxin response, buffer zero | AID 2676, 2010; also: % is scaled to controls: 0 for no effect and ±100 for the full control effect; nearly all actives have a fitted effect of over 60% in size; many of its hits are not listed in these tables
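HEK293T cells stably expressing RXFP1 were pretreated with the PDE4 inhibitor Ro 20174, exposed to compounds for 30 min at 37C, lysed, and cAMP was read by TR-FRET. Data normalized to buffer (basal) and 29 nM porcine relaxin (100%).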
TrxR1 substrate: qHTS Assay for Substrates of Mammalian Selenoprotein Thioredoxin Reductase 1 (TrxR1): qHTS. hit rate 0.01% among 390,000. Potency, µM (highest dose often 114 µM), for inactives: top-dose activity change, negative = substrate turnover. purified TrxR1 substrate turnover, NADPH consumption readout; also: % is scaled to controls: 0 for no effect and ±100 for the full control effect; nearly all actives have a fitted effect of over 50% in size
Target sequence (O89049 whole entry, looked up): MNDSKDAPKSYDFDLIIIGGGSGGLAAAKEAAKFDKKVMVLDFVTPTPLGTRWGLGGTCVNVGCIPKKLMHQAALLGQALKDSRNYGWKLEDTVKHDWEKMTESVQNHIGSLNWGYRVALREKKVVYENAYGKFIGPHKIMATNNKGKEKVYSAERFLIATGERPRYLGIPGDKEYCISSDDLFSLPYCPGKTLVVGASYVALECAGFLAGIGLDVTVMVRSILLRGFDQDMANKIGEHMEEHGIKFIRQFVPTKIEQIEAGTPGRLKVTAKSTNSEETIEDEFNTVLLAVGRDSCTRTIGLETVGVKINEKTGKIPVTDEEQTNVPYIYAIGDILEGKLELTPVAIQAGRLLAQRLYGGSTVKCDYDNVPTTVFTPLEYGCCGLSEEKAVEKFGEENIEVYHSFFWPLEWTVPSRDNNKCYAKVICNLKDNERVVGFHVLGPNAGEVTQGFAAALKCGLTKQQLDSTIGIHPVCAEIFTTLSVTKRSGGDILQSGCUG
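Rat TrxR1, dispensed at 90 nM, was prereduced with 400 uM NADPH (final) for 5 min at ~22 deg C, then incubated with compound 15 min before 400 uM selenite. A first-read NADPH fluorescence drop versus no-compound background flagged substrates.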
RGS4 inh: Inhibitors of Regulator of G Protein Signaling (RGS) 4: qHTS; Regulator of G-protein signaling 4 (Homo sapiens), P49798; hit rate 0.039% among 390,000; Transcreener GDP fluorescence polarization, RGS4-accelerated GTP hydrolysis; Potency, µM (doses to about 114 µM), without a hit: at the highest dose activity change, negative = inhibition, hits mostly inhibitors; also: % is scaled to controls: 0 for no effect and ±100 for the full control effect; nearly all actives have a fitted effect of over 75% in size; some results filed as inactive show a strong effect at the top dose
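MLSMR compounds (23 nl, pin-transferred) preincubated 10 min at room temperature with a 500nM (2x) first reagent, then RGS4 at 900nM (2x) plus Transcreener GDP mix added; fluorescence polarization (620/688 nm) read before and after 90 min at 30 °C.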
USP1 inh: Inhibitors of USP1/UAF1: Primary Screen. Ubiquitin carboxyl-terminal hydrolase 1 (Homo sapiens), O94782. recombinant USP1/UAF1, Ub-Rhodamine cleavage fluorescence. Potency, µM (series often up to 57.1 µM), for inactives: at the highest dose activity change, negative = inhibition, actives largely listed as inhibitors. hit rate 0.23% among 390,000; also: % is scaled to controls: 0 for no effect and ±100 for the full control effect; nearly all actives have a fitted effect of over 60% in size; inactives centre near -12
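USP1/UAF1 complex (1 nM) preincubated 15 min at room temperature with compound, then Ub-Rho substrate (150 nM final) added. Kinetic fluorescence at 480/540 nm over 6 reads at 60 s intervals; 50 mM HEPES pH 7.8, 0.5 mM EDTA, 0.1 mg/ml BSA, 1 mM TCEP, 0.01% Tween-20.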
Vif-A3F inh: qHTS for Inhibitors of Vif-A3F Interactions: qHTS; HeLa A3F-eYFP + Vif (tagged APOBEC3F with the HIV-1 protein that degrades it), YFP fluorescence increase; Potency, µM (titrated, usually from 46.1 µM), inactives show at the top dose activity, negative = active; hit rate 0.2% among 390,000; also: % of control where 0% means no effect; nearly all actives have a fitted effect of over 65% in size
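HeLa cells stably expressing A3F-eYFP plus Vif, plated and incubated overnight at 37 deg C, then exposed to compounds overnight at 37 deg C. Blocked degradation read as raised yellow fluorescence (Ex 488/Em 500-530).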
12-LOX inh: Primary qHTS assay for inhibitors of human arachidonate 12S-lipoxygenase (ALOX12): Round 2. Potency, µM (top dose mostly 108 µM), for inactives: at the top dose activity change, negative = inhibition, actives largely listed as inhibitors. AID 1671190, 2021. hit rate 1.1% among 580,000. Polyunsaturated fatty acid lipoxygenase ALOX12 (Homo sapiens), P18054. purified 12hLO, xylenol orange hydroperoxide absorbance; also: % is scaled to controls: 0 for no effect and ±100 for the full control effect
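Purified human 12hLO at 150 nM in 25 mM Hepes, 0.01% Triton X-100, pH 7.0, preincubated 15 min at room temperature with compound. Reaction started with 40 uM arachidonic acid, 30 min at room temperature. Hydroperoxide measured by Fe-xylenol orange, 573/405 nm absorbance ratio.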
TrxR1 inh: qHTS Assay for Inhibitors of Mammalian Selenoprotein Thioredoxin Reductase 1 (TrxR1): qHTS. recombinant rTrxR1, NADPH fluorescence consumption, selenite substrate. Potency, µM (doses to about 114 µM), for inactives: at the highest dose activity change, negative = inhibition, hits mostly inhibitors. hit rate 1% among 390,000. AID 588453, 2011; also: % is scaled to controls: 0 for no effect and ±100 for the full control effect; nearly all actives have a fitted effect of over 65% in size
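Rat TrxR1 (90 nM in the dispensed reagent) was pre-reduced with 400 uM NADPH for 5 min at room temperature, then incubated with compound for 15 min. After 400 uM selenite was added, NADPH fluorescence (Ex 340/Em 450 nm) was followed for 8 min.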
The depositor's hits bear a star; [ ] = dose if it differs, or a comment. Calls follow the shape of the dose curve; as a rule, active = well fitted curve in the direction sought with a large enough effect; inconclusive = small, poorly fitted or top-dose-only effect, or another doubt; inactive = no such curve, though single readings can be large; an effect the other way counts as inactive or inconclusive. Potency is read from the fitted curve at half-maximal effect. Some of the compounds tested; rates above refer to the full screens.

What do the screens show for `O=C1NC2(CCCCO2)CO1` (stereo not drawn)?
Vif-APOBEC3G blk: 2.2%; IDH1 R132H inh: 10.7%; RXFP1 ag: -2.0%; TrxR1 substrate: 196.8%[activator]; RGS4 inh: -5.1%; USP1 inh: -29.5%; Vif-A3F inh: 1.1%; 12-LOX inh: 9.3%; TrxR1 inh: 34.4%

How did CCOC(=O)c1c(N)sc2c(NC(C)=O)cccc12 do in these assays?
Vif-APOBEC3G blk: 0.4%; IDH1 R132H inh: 3.9%; RXFP1 ag: -0.3%; TrxR1 substrate: -7.5%; RGS4 inh: inconclusive; USP1 inh: -11.3%; Vif-A3F inh: 3.6%; 12-LOX inh: 0.0%; TrxR1 inh: 3.5%[57.1 µM]

Results for O=C(COC(=O)c1ccc(O)cc1O)NC(=O)c1ccccc1 ?
Vif-APOBEC3G blk: 1.4%; IDH1 R132H inh: -2.6%; TrxR1 substrate: 0.5%[57.1 µM]; RGS4 inh: -19.2%; USP1 inh: -18.4%; Vif-A3F inh: 12.6%; 12-LOX inh: inconclusive; TrxR1 inh: 3.8%[57.1 µM]

Results for Cc1[nH]n(-c2ccccc2)c(=O)c1N=Nc1ccc(C(N)=O)cc1 ?
Vif-APOBEC3G blk: 0.3%; IDH1 R132H inh: 0.4%; RXFP1 ag: -1.6%; TrxR1 substrate: 8.6%[2.29 µM]; RGS4 inh: 2.3%; USP1 inh: -12.2%; Vif-A3F inh: 6.8%; 12-LOX inh: -18.4%; TrxR1 inh: 12.0%[57.1 µM]

What do the screens show for `Cc1ccc(S(=O)(=O)CCC(=O)OCC(=O)c2cc(C)n(C)c2C)cc1`?
Vif-APOBEC3G blk: -2.8%; IDH1 R132H inh: 0.6%; RXFP1 ag: -0.3%; TrxR1 substrate: 5.0%; RGS4 inh: 5.0%; USP1 inh: -20.8%; Vif-A3F inh: -19.2%; 12-LOX inh: -4.3%; TrxR1 inh: 0.7%

What do the screens show for `C=CCN(CC=C)Cc1nc(N)nc(Nc2ccccc2C)n1`?
Vif-APOBEC3G blk: 1.6%; IDH1 R132H inh: -0.7%; RXFP1 ag: 2.0%; TrxR1 substrate: 6.3%; RGS4 inh: 8.0%; USP1 inh: -11.4%; Vif-A3F inh: -10.5%; 12-LOX inh: 28.4%; TrxR1 inh: 18.7%

How did Cc1cc(C)cc(-n2c(SCC(=O)Nc3ccccc3F)nc3c(oc4ccccc43)c2=O)c1 do in these assays?
Vif-APOBEC3G blk: 0.0%; IDH1 R132H inh: -16.6%; RXFP1 ag: -1.5%; TrxR1 substrate: -2.5%; RGS4 inh: 36.2%; USP1 inh: -4.8%; Vif-A3F inh: -0.7%; 12-LOX inh: inconclusive; TrxR1 inh: 17.6%

Results for Cc1oc(/N=C/c2ccc(F)cc2)c(C#N)c1C ?
Vif-APOBEC3G blk: -0.6%; IDH1 R132H inh: 1.5%; RXFP1 ag: -1.2%; TrxR1 substrate: 6.9%[2.29 µM]; RGS4 inh: 0.6%; USP1 inh: -2.6%; Vif-A3F inh: inconclusive; 12-LOX inh: 10.8%; TrxR1 inh: inconclusive

What do the screens show for `Cc1cn([C@H]2C[C@H](O)[C@@H](COS(=O)(=O)O)O2)c(=O)[nH]c1=O`?
Vif-APOBEC3G blk: 6.4%; IDH1 R132H inh: 4.5%; TrxR1 substrate: 0.2%; RGS4 inh: 3.5%; USP1 inh: -15.9%; Vif-A3F inh: 0.8%; 12-LOX inh: 5.7%; TrxR1 inh: 17.9%

What do the screens show for `O=C(CC12CC3CC(CC(C3)C1)C2)Nc1ccccc1N1CCOCC1`?
Vif-APOBEC3G blk: -9.0%; IDH1 R132H inh: 6.4%; RXFP1 ag: 3.3%; TrxR1 substrate: 6.2%; RGS4 inh: 39.1%; USP1 inh: -15.3%; Vif-A3F inh: 15.6%; 12-LOX inh: -2.9%; TrxR1 inh: 28.4%

Results for CCc1ccccc1NC(=O)Nc1cccs1 ?
Vif-APOBEC3G blk: -0.1%; IDH1 R132H inh: 8.6%; RXFP1 ag: 1.9%; TrxR1 substrate: 0.8%; RGS4 inh: -34.6%; USP1 inh: -20.7%; Vif-A3F inh: -9.2%; 12-LOX inh: -28.0%; TrxR1 inh: 8.2%

Results for CC1(C)C2CCC1(C)C(OC(=O)CC(=O)O)C2 (stereo not drawn) ?
Vif-APOBEC3G blk: -0.8%; IDH1 R132H inh: 3.8%; RXFP1 ag: 1.6%; TrxR1 substrate: 2.7%; RGS4 inh: -3.8%; USP1 inh: 1.7%; Vif-A3F inh: -2.5%; 12-LOX inh: inconclusive; TrxR1 inh: 23.7%

Results for O=C1NC(=S)N/C1=C/c1cccnc1 ?
Vif-APOBEC3G blk: 3.2%; IDH1 R132H inh: 0.0%; RXFP1 ag: 0.0%; TrxR1 substrate: -10.3%; RGS4 inh: -16.0%[11.4 µM]; USP1 inh: -18.8%; Vif-A3F inh: 1.2%; 12-LOX inh: -10.1%; TrxR1 inh: -2.3%

What do the screens show for `COc1cccc(NC(=O)CCN2C(=O)c3cccc([N+](=O)[O-])c3C2=O)c1`?
Vif-APOBEC3G blk: 1.7%; IDH1 R132H inh: 0.8%; RXFP1 ag: 5.1%; TrxR1 substrate: 14.8%[57.1 µM]; RGS4 inh: 19.5%; USP1 inh: 2.8%; Vif-A3F inh: 17.8%; 12-LOX inh: inconclusive; TrxR1 inh: 13.6%[57.1 µM]

Results for CC(C(=O)N1CCCC1)N1CCN(S(=O)(=O)c2ccc(OC(F)(F)F)cc2)CC1 (stereo not drawn) ?
Vif-APOBEC3G blk: 3.0%; IDH1 R132H inh: 2.3%; RXFP1 ag: 9.8%; TrxR1 substrate: -2.1%; RGS4 inh: -6.5%; USP1 inh: 0.3%; Vif-A3F inh: -10.5%; 12-LOX inh: 11.4%; TrxR1 inh: 2.0%

What do the screens show for `Cc1ccccc1-c1nc(CS(=O)(=O)CC(=O)NCCCN2CCCC2=O)c(C)o1`?
Vif-APOBEC3G blk: 2.7%; IDH1 R132H inh: 1.7%; RXFP1 ag: 0.5%; TrxR1 substrate: 8.9%[57.1 µM]; RGS4 inh: -8.9%; USP1 inh: -10.8%; Vif-A3F inh: 1.0%; 12-LOX inh: 23.7%[57.4 µM]; TrxR1 inh: 25.1µM*

How did COc1ccc(-c2noc(C3CCCN(C(=O)c4cccc(C)c4)C3)n2)cc1 (stereo not drawn) do in these assays?
Vif-APOBEC3G blk: -0.3%; IDH1 R132H inh: 0.2%; RXFP1 ag: -0.9%; TrxR1 substrate: 1.8%; RGS4 inh: 11.9%; USP1 inh: -11.3%; Vif-A3F inh: 0.8%; 12-LOX inh: -11.0%; TrxR1 inh: 17.6%

How did CC(=O)c1c(C)oc2ccc(NS(=O)(=O)c3ccc(C(C)C)cc3)cc12 do in these assays?
Vif-APOBEC3G blk: -0.1%; IDH1 R132H inh: -18.7%; RXFP1 ag: 2.7%; TrxR1 substrate: -2.0%; RGS4 inh: -10.4%; USP1 inh: -17.3%; Vif-A3F inh: -5.4%; 12-LOX inh: -12.8%; TrxR1 inh: 2.0%

Results for O=C(CCC(=O)Nc1ccccc1)N/N=C/C=C/c1ccccc1 ?
Vif-APOBEC3G blk: -2.4%; IDH1 R132H inh: 1.3%; RXFP1 ag: -0.6%; TrxR1 substrate: -0.1%; RGS4 inh: 6.6%; USP1 inh: -3.2%; Vif-A3F inh: -6.8%; 12-LOX inh: -5.0%; TrxR1 inh: 6.8%

Results for COc1ccccc1NC(=S)N(CCc1ccc(OC)c(OC)c1)Cc1ccccn1 ?
Vif-APOBEC3G blk: -3.4%; IDH1 R132H inh: 0.2%; RXFP1 ag: 5.5%; TrxR1 substrate: 7.5%[57.1 µM]; RGS4 inh: -10.9%; USP1 inh: -3.6%; Vif-A3F inh: -7.9%; 12-LOX inh: inconclusive; TrxR1 inh: 7.7%[57.1 µM]
